# beta cell repl: inducers of MIN6 beta-cell proliferation, primary screen, ATP luminescence, uHTS. MIN6 cells proliferation, ATPlite luminescence, 48 h; cells starved in 0.2% serum; 100% = growth in 10% serum. proliferation, % at 10 µM. actives 0.29% (n = 330,000);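 active means compounds whose signal lies at least 3.5 SD above the mean of all wells on their plate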;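 further: 0% = DMSO-treated cells in low-serum medium and 100% = 10% serum control; some compounds called inactive have numbers as strong as hits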
# GRIN3A LBD mod: binders of NR3A ligand-binding domain, primary screen, biophysical, differential scanning fluorimetry, uHTS; Tm shift relative to glycine control, % at 25 µM; Glutamate receptor ionotropic, NMDA 3A (GRIN3A) ligand-binding domain; NR3A LBD differential scanning fluorimetry, Tm shift; 0% = protein alone, 100% = glycine-bound protein; actives 2.5% (n = 340,000);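 active means melting temperature shift of at least 10% of the positive control shift, at one fixed dose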
# mIAP block: inhibitors of mouse IAP, primary screen, biochemical, luminescence, uHTS; intestinal alkaline phosphatase [Mus musculus]; actives 0.2% (n = 330,000); purified mouse IAP, CDP-Star luminescence, 30 min; inhibition, % at 10 µM;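 active means inhibition of at least 40% at 10 µM in the primary screen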;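 further: plate controls were DMSO with enzyme for no effect and no enzyme wells for full effect; values of inactives mirror those of a sister screen read the other way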
# hIAP inh: human IAP inhibitors, primary screen, biochemical, luminescence, uHTS; purified IAP, CDP-Star luminescence, 30 min; inhibition, % at 10 µM; actives 0.12% (n = 330,000); Intestinal-type alkaline phosphatase (Homo sapiens), P09923; AID 2544, 2010;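 active means inhibition reaching a set limit with compound at 10 µM in the primary screen, cut at about 35% in these data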;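 further: plate controls were DMSO wells with enzyme for no effect and no-enzyme buffer wells for full effect; values of inactives mirror those of a sister screen read the other way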
# Target sequence (P09923 whole entry, looked up): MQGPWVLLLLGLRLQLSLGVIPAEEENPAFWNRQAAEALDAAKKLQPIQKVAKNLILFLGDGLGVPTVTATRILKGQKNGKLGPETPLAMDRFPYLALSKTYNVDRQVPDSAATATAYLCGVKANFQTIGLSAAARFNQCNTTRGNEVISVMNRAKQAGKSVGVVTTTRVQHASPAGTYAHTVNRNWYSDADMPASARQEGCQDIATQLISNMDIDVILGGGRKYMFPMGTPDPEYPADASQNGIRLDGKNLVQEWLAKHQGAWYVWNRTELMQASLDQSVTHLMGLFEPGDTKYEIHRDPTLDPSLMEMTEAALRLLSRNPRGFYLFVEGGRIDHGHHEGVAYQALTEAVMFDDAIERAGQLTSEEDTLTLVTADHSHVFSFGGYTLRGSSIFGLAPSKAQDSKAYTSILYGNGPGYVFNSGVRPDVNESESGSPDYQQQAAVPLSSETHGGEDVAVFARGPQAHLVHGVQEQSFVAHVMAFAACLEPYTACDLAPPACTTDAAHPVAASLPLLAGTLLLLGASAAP
# hIAP activ: human IAP activators, primary screen, biochemical, luminescence, uHTS; activation factor at 10 µM; AID 2524, 2010; purified human IAP, CDP-Star luminescence, 30 min; stronger effect = higher value; 1 = vehicle-only enzyme, 0 = enzyme-free background; actives 0.16% (n = 330,000);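 active means activation factor of the enzyme at least 2-fold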; further: the source names both 10 and 20 µM as test concentration; values of inactives mirror those of a sister screen read the other way
# A3A deaminase: APOBEC3A ssDNA deaminase inhibitors, primary screen, selectivity assay for APOBEC3G inhibitor project, biochemical, FAM/TAMRA oligo cleavage fluorescence. DNA dC->dU-editing enzyme APOBEC-3A (Homo sapiens), P31941. recombinant A3A, FAM/TAMRA ssDNA deamination fluorescence. inhibition, % at 20 µM. actives 0.41% (n = 330,000);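 active means at least 40% inhibition at 20 µM here, with at most 30% in a related deaminase screen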;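 further: plate controls were A3A with DMSO for no effect and wells lacking A3A enzyme for full effect; some results filed as inactive read as strong as hits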
# APOBEC3G inh: APOBEC3G DNA deaminase inhibitors, primary screen, biochemical, fluorescence, single-stranded DNA substrate, uHTS; inhibition, % at 20 µM; actives 0.28% (n = 330,000); DNA dC->dU-editing enzyme APOBEC-3G (Homo sapiens), Q9HC16; AID 493012, 2011; recombinant A3G, ssDNA deamination FAM/TAMRA fluorescence;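 active means inhibition of at least 40% at 20 µM, with no more than 30% in the related APOBEC3A deaminase screen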;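 further: plate controls were DMSO wells with A3G for no effect and wells lacking A3G enzyme for full effect; some compounds called inactive have numbers as strong as hits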
# Target sequence (Q9HC16 whole entry, looked up): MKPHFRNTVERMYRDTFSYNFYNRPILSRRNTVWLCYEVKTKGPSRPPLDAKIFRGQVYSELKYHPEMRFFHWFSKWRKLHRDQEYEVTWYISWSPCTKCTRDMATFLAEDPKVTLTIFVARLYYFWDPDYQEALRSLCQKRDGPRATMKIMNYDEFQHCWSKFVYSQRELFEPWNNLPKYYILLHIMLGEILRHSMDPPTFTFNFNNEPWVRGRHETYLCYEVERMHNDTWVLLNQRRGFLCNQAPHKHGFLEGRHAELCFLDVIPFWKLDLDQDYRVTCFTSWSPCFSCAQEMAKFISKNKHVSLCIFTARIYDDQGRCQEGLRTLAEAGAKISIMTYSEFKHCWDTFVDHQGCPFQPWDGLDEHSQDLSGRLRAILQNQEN
# MPTP block: mitochondrial permeability transition pore inhibitors, primary screen, biochemical, isolated mouse mitochondria, absorbance; Ca2+ swelling absorbance, 30 min; inhibition, % at 10 µM; actives 1.4% (n = 360,000);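 active means inhibition of 50% or more, scaled per plate between neutral and stimulator controls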;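 further: 0% = DMSO wells given calcium and 100% = 1 mM EGTA wells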
# mIAP activ: activators of mouse IAP, primary screen, biochemical, luminescence, uHTS | muIAP, CDP-Star luminescence, 30 min; stronger effect = higher value; 1 = vehicle-only enzyme signal, 0 = enzyme-free wells | activation factor at 10 µM | actives 0.24% (n = 330,000) | AID 2805, 2010;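 active means activation factor of at least 2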; further: the source names both 10 and 20 µM as test concentration; values of inactives mirror those of a sister screen read the other way
#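 System: Mouse IAP enzyme | Also added: CDP-Star substrate | Dosing: Compounds dispensed in DMSO | Schedule: 30 min enzyme-substrate-compound incubation at room temperature | Technique: Chemiluminescence readout | Control set: DMSO-only wells and no-enzyme negative control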
# * = called active by the depositor. Rows were taken by chance; about 5% have a hit in one of these screens.
SMILES,beta cell repl,GRIN3A LBD mod,mIAP block,hIAP inh,hIAP activ,A3A deaminase,APOBEC3G inh,MPTP block,mIAP activ
CC(C)NS(=O)(=O)c1ccc(CCC(=O)NCc2ccccn2)cc1,1,2,12,-10,1.1,-6,-10,-0.6,0.88
COc1ccc(Cc2nnc(NC(=O)C3CCN(C(=O)c4ccco4)CC3)s2)cc1,0,-1,1,16,0.84,-1,-5,0.6,0.99
CCCCN(CC)CCCNC(=O)c1ccc(CSc2nc3ccncc3[nH]2)cc1,0,-1,7,-12,1.1,-1,-6,7.7,0.93
Cc1ccc(N(CCCCN2C(=O)c3ccccc3C2=O)C(=O)c2cccc([N+](=O)[O-])c2)cc1,-2,-2,8,3,0.97,-2,-6,5.0,0.92
COc1ccc2c(c1)c1c3n2CCN(C)C3=NCC1,-3,9,-4,-12,1.1,4,1,7.5,1
CC(=O)c1sc(NC(=O)c2c(F)cccc2F)nc1C,1,-1,0,6,0.94,-5,-7,0.6,1
c1ccc(NCC2OCc3ccccc3CO2)cc1,0,1,0,1,0.99,1,-7,0.2,1
N#Cc1cc([N+](=O)[O-])ccc1NCC1CCCO1 (stereo not given),1,1,6,7,0.93,-4,-10,0.6,0.94
Cc1nn(C)c(C)c1NS(=O)(=O)c1ccccc1,-2,-2,3,6,0.94,-5,-4,-0.8,0.97
C=CCc1ccc(OCC(O)CO)c(OC)c1 (stereo not given),0,-5,-4,11,0.89,-1,-7,4.4,1
COC(=O)c1ccc(N(CC(=O)NCC2CCCO2)C(=O)CCC(=O)Nc2cc(C)on2)cc1 (stereo not given),1,1,5,13,0.87,2,8,-0.6,0.95
COC(=O)CC1(C(=O)OC)Oc2ccc(Br)cc2C(=O)N1c1cc(Cl)c(Cl)cc1Cl (stereo not given),-3,0,3,-4,1,-1,-5,19,0.97
O=C(O)CCCN1C(=O)C2C3CC(C2C1=O)C1C(c2ccccc2)c2sc(=O)n(-c4ccccc4)c2SC31 (stereo not given),-2,0,5,-8,1.1,-4,-5,-0.8,0.95
CC(C)(C)OC(=O)C[C@H]1C/C=C\C[C@@H](CC(=O)N[C@@H](CO)Cc2ccccc2)C(=O)N2CCC[C@H]2COC1=O,-4,1,-7,-7,1.1,3,-2,0.6,1.1
O=C(O)CCc1ccc(-c2ccccc2)o1,-2,0,-8,-26,1.3,6,16,-1.7,1.1
NC(=O)C1CCCN(C(=O)c2ccc(Cl)cc2)C1 (stereo not given),2,0,3,15,0.85,-1,-4,-0.8,0.97
CN(C)c1nc(Cl)nc(N(C#N)CCOc2ccccc2)n1,-6,0,-14,-3,1,5,-4,-1.4,1.1
CN1C(=O)CC(c2ccco2)Sc2ccccc21 (stereo not given),0,-1,2,11,0.89,2,-6,0.1,0.98
CC(Cc1ccccc1)NC(=O)CC(c1ccccc1)c1ccccc1O (stereo not given),-5,-1,-17,-9,1.1,0,-4,-0.2,1.2
CCNC(=O)c1ccc(N(C)S(=O)(=O)c2cccs2)cc1,2,0,-6,2,0.98,-4,-8,-0.8,1.1
NNC(=O)c1cc2cc(Oc3ccccc3)ccc2[nH]1,-2,-1,1,-32,1.3,-2,-3,0.8,0.99
COc1ccc(-c2ccc(CCC(=O)O)n2CC(=O)Nc2cccc(OC)c2)cc1,2,6,0,23,0.77,-4,-5,-3.0,1
Cc1nnc(SCC(=O)c2ccc(Cl)cc2)s1,-2,-2,-1,-1,1,1,15,3.1,1
CCc1nc(SCC(=O)O)c2c3c(sc2n1)COC(C)(C)C3,2,-2,0,2,0.98,3,-4,-0.5,1
C=CCNCCCCOc1ccc(OCC)cc1,0,4,3,16,0.84,3,0,0.6,0.97

# Additional records:
SMILES,beta cell repl,GRIN3A LBD mod,mIAP block,hIAP inh,hIAP activ,A3A deaminase,APOBEC3G inh,MPTP block,mIAP activ
CCNC(=O)CC1C(=O)N(c2ccc(F)cc2)C(=O)N1Cc1ccccn1 (stereo not given),-2,0,-7,-16,1.2,1,-3,-0.5,1.1
Cn1ccs/c1=N\C(=O)Nc1cccc(Cl)c1,-1,-1,0,-9,1.1,0,-2,-1.4,1
CCOC(=O)C(=NCCCN1CCOCC1)NNc1cccc(C(F)(F)F)c1,-2,1,19,2,0.98,1,-6,2.4,0.81
Oc1cccnc1Sc1cccc(C(F)(F)F)c1,1,3,-10,2,0.97,-7,-2,7.0,1.1
Oc1ccc(/C=N/Nc2cccc(Cl)n2)c(O)c1,-2,27*,27,-22,1.2,-1,-8,1.1,0.73
Cc1cc(NC(=O)COC(=O)C(Cc2ccccc2)NC(=O)c2ccco2)no1 (stereo not given),0,0,-13,-2,1,-1,-7,0.2,1.1
COC(=O)C(Cc1ccc(OC(=O)c2ccccc2Cl)cc1)N1Cc2ccccc2C1=O (stereo not given),-1,-2,7,3,0.97,-6,-9,0.6,0.93
C=CCNC(=S)NNC(=O)c1csc(C)c1CC,0,-1,3,-19,1.2,3,3,-1.8,0.97
COn1c(SCc2cccc(Cl)c2)nc2ccccc2c1=O,-3,3,-1,14,0.86,-3,-1,3.5,1
O=C(OCC(=O)N1CCOCC1)c1cc(F)c(F)cc1Cl,-4,2,6,12,0.88,-4,-6,0.6,0.94
CCCCC(=O)Nc1nn(CC)c2nc3c(C)cccc3cc12,-1,1,-38,-24,1.2,-5,-7,0.8,1.4
O=C(COC(=O)c1ccccc1C(=O)c1ccc(Cl)c([N+](=O)[O-])c1)NC1CCCCCC1,-6,-11,6,4,0.96,1,-1,11,0.94
Nc1ccccc1NC(=O)c1ccccc1,-2,-2,-8,3,0.97,-4,-5,-1.0,1.1
CCN(CC)S(=O)(=O)c1cccc(C(=O)NCC(c2ccccc2)N(C)C)c1 (stereo not given),-2,-1,-10,-2,1,3,-6,-1.8,1.1
Cc1ccc(SCC(=O)NCC2CCCO2)cc1 (stereo not given),2,1,1,-6,1.1,0,-7,-3.9,0.99
CCN(CC(=O)NCc1ccc(Cl)cc1)C(=O)CN1C(=O)NC(CC)(c2ccccc2)C1=O (stereo not given),-1,-3,5,-17,1.2,1,-2,-0.2,0.95
O=C(COc1ccccc1F)N1N=C(c2cccs2)CC1c1ccco1 (stereo not given),-4,0,5,-10,1.1,9,-3,-1.1,0.95
CC(C)(C)NC(=O)COc1ccc(-c2ccccc2)cc1,-2,2,-10,4,0.96,1,-4,2.0,1.1
CC1(c2ccc3ccccc3c2)NC(=O)N(CC(=O)N2CCN(S(=O)(=O)c3ccccc3F)CC2)C1=O (stereo not given),-4,-3,7,-7,1.1,32,10,0.0,0.93
CC(=O)CSc1nc2cc3c(cc2cc1C#N)OCCO3,-4,0,-3,3,0.97,-3,7,-1.8,1
COc1ccc(-c2cc3c(=O)n(CC(=O)Nc4cccc(Cl)c4)ncn3n2)cc1,1,-2,1,-6,1.1,0,-4,5.6,0.99
O=C(COc1ccc(Cl)cc1Cl)NC(=O)NC1CCCC1,-1,-4,4,0,1,-2,-11,0.9,0.96
CC(C)NC(=O)C1CCCN(c2nnc(-n3cccc3)s2)C1 (stereo not given),6,-1,-29,0,1,0,-10,0.6,1.3
O=C(NCCS(=O)(=O)NCc1cccnc1)c1ccccc1,-1,0,1,-12,1.1,0,-5,0.0,0.99
O=C(NCCN1CCN(C(=O)Nc2ccccc2)CC1)Nc1ccccc1,-3,-14,7,16,0.84,0,-4,0.3,0.93

# Some entries already given, limited to beta cell repl.
canonical_smiles	beta cell repl
COc1ccc2c(c1)c1c3n2CCN(C)C3=NCC1	-3
CC(=O)c1sc(NC(=O)c2c(F)cccc2F)nc1C	1
c1ccc(NCC2OCc3ccccc3CO2)cc1	0
N#Cc1cc([N+](=O)[O-])ccc1NCC1CCCO1 (stereo not given)	1
Cc1nn(C)c(C)c1NS(=O)(=O)c1ccccc1	-2
C=CCc1ccc(OCC(O)CO)c(OC)c1 (stereo not given)	0
COC(=O)c1ccc(N(CC(=O)NCC2CCCO2)C(=O)CCC(=O)Nc2cc(C)on2)cc1 (stereo not given)	1

# 3 compounds drawn at random from the list so far, as already listed:
SMILES,beta cell repl,GRIN3A LBD mod,mIAP block,hIAP inh,hIAP activ,A3A deaminase,APOBEC3G inh,MPTP block,mIAP activ
CCNC(=O)CC1C(=O)N(c2ccc(F)cc2)C(=O)N1Cc1ccccn1 (stereo not given),-2,0,-7,-16,1.2,1,-3,-0.5,1.1
O=C(NCCN1CCN(C(=O)Nc2ccccc2)CC1)Nc1ccccc1,-3,-14,7,16,0.84,0,-4,0.3,0.93
Oc1ccc(/C=N/Nc2cccc(Cl)n2)c(O)c1,-2,27*,27,-22,1.2,-1,-8,1.1,0.73

# Continued.
SMILES,beta cell repl,GRIN3A LBD mod,mIAP block,hIAP inh,hIAP activ,A3A deaminase,APOBEC3G inh,MPTP block,mIAP activ
Cc1ccc(S(=O)(=O)N2[C@@H](c3cccc(Cl)c3)C(C(=O)O)=CC[C@H]2c2cccs2)cc1,-5,2,0,-9,1.1,-2,-8,3.5,1
Cc1ccccc1-c1cc2nc(C)c(Cl)c(=O)n2[nH]1,-1,-1,6,-2,1,-5,-5,9.5,0.94
N#CCc1c(C#N)c(N)nc(Nc2ccccc2)c1C#N,-2,0,5,8,0.92,-4,-2,2.7,0.95
O=C(c1ccco1)N1CCN(S(=O)(=O)c2ccc(Oc3ccccc3)cc2)CC1,-3,-1,-11,0,1,1,-1,-0.1,1.1
O=C(Cc1ccc(Cl)cc1)Nc1ncccn1,-2,-1,5,0,1,2,-5,0.3,0.95
CC(=O)Nc1cccc(OCc2ccc(F)cc2)c1,-2,4,-3,2,0.97,-5,-8,-1.1,1
CC(C)c1ccc(NC(=O)N2CCN(S(=O)(=O)c3ccccc3)CC2)cc1,-2,-1,-32,5,0.95,1,2,1.2,1.3
COc1ccc(/C=N/n2c(C)nc3ccccc3c2=O)cc1OC,2,-1,8,4,0.96,-2,-4,-0.5,0.92
